Rhodamine autofl – qHTS Assay for Spectroscopic Profiling in Rhodamine Spectral Region; Rhodamine-region fluorescence, 547/598 nm, Tris buffer; stronger effect = higher value; max dye-equivalent concentration, M; hit rate 0.05% among 59,000; in the data active means max dye-equivalent concentration above about 11 nM; inconclusive means between about 1.1 nM and that limit
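qHTS spectral profiling of compounds without any target or enzyme present, in pH 8.0 Tris buffer; plates were read after a 15-minute room-temperature incubation using the rhodamine-region filter set.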
Fluorescein fluor – qHTS Assay for Spectroscopic Profiling in Fluorescein Spectral Region; Compound autofluorescence, 480/540 nm, fluorescein-equivalent; stronger effect = higher value; max fluorescein-equivalent concentration, M; hit rate 0.91% among 59,000; AID 593, 2007; in the data active means max fluorescein-equivalent concentration above about 10 nM; inconclusive means between about 1.1 nM and that limit
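Tris 100 mM pH 8.0; 15 min RT; CCD read, ex 480/em 540 nm. Output: fluorescein-equivalent concentration per compound concentration, from six-point dye series on each plate.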
Caspase-1 inhib – qHTS Assay for Allosteric/Competitive Inhibitors of Caspase-1; Potency, µM (top dose mostly 57.5 µM), for inactives: at the top dose activity change, negative = inhibition, most hits filed as inhibitors; Caspase-1 enzyme, Ac-WEHD-AFC fluorogenic rate; hit rate 0.03% among 75,000; AID 900, 2007;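 further: potency means the concentration at half of the fitted maximal effect; plate controls were vehicle for no effect and no substrate for full effect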
Target sequence (P29466 120-297 limits assumed): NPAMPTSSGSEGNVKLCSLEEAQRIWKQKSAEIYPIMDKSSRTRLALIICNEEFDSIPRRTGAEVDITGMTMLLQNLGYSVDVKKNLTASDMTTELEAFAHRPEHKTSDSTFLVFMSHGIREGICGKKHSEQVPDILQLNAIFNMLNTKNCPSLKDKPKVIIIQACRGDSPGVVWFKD
Target sequence (P29466 317-404 limits assumed): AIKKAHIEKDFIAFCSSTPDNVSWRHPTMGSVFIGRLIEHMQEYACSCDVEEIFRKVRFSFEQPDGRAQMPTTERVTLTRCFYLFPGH
USP2a inhib – qHTS Assay for Inhibitors of Ubiquitin-specific Protease USP2a. Ubiquitin carboxyl-terminal hydrolase 2 (Homo sapiens), O75604. USP2a enzymatic assay, qHTS inhibition. Potency, µM (highest dose often 38.3 µM), without a hit: at the highest dose activity change, negative = inhibition, hits mostly inhibitors. hit rate 0.1% among 60,000. AID 927, 2007;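 further: potency means the concentration at half of the fitted maximal effect; nearly all actives have a fitted effect of over 60% in size; plate controls were DMSO for no effect and NEM full inhibition control for full effect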
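Inhibition is measured in a cell-free coupled assay with 20 nM USP2 core, 20 nM Ub-PLA2 and 20 uM NBD C6-HPC, 2.5 h incubation. Activity normalized to NEM control.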
ERK AVP block – qHTS Assay for Inhibitors of the ERK Signaling Pathway using a Homogeneous Screening Assay; HEK293-V1b, vasopressin-stimulated pERK AlphaScreen; Potency, µM (series often up to 57.5 µM), inactives show at the highest dose activity, negative = inhibition, most hits filed as inhibitors; hit rate 0.99% among 72,000; AID 995, 2007; further: potency means the concentration at half of the fitted maximal effect; on the % scale 0 is the no-effect control and ±100 the full control effect; nearly all actives have a fitted effect of over 55% in size
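Phosphorylated ERK1/2 detected via AlphaScreen bead proximity in lysates of V1b-expressing HEK293 cells given 25 nM vasopressin for 5 min after 30 min compound exposure (37 °C). AC50 from Hill equation; basal DMSO 0%, vasopressin 100%.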
Texas Red fluor – qHTS Assay for Spectroscopic Profiling in Texas Red Spectral Region | Compound fluorescence, Texas Red channel, 547/618 nm; stronger effect = higher value | max dye-equivalent concentration, M | hit rate 0.06% among 59,000; in the data active means max dye-equivalent concentration above about 10 nM; inconclusive means between about 1.1 nM and that limit
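Spectral interference profiling: each compound concentration's relative fluorescence, read with a 547 nm excitation and 618 nm emission filter pair, was normalized to a per-plate Texas Red standard curve.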
Tau fil binding – qHTS Assay for Tau Filament Binding; Microtubule-associated protein tau (Homo sapiens), P10636; recombinant tau filaments, thioflavin S fluorescence, 15 h; filaments grown with octadecylsulfate alongside compound; Potency, µM (titrated, usually from 57.1 µM), for the others: at the top dose activity change, negative = inhibition; hit rate 2% among 71,000; AID 596, 2007;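 further: potency means the concentration at half of the fitted maximal effect; on the % scale 0 is the no-effect control and ±100 the full control effect; actives lower thioflavin S fluorescence by blocking filaments or displacing dye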
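His-tagged recombinant human tau (exons 2, 3, 10; 1 uM final) fibrillized with 30 uM sodium octadecylsulfate, 15 h at 37 C, in pH 7.4 HEPES buffer with 10 uM thioflavine S and 5 mM DTT. Reduced ThS fluorescence (450/510 nm) marks activity.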
FLuc inh – qHTS Assay for Inhibitors of Firefly Luciferase; AID 411, 2009; purified firefly luciferase, luminescence, 8 min; hit rate 2.2% among 72,000; Potency, µM (titrated, usually from 57.1 µM), without a hit: top-dose activity change, negative = inhibition, usual class: inhibitors; further: potency means the concentration at half of the fitted maximal effect; on the % scale 0 is the no-effect control and ±100 the full control effect; nearly all actives have a fitted effect of over 40% in size
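Compounds were tested as concentration series (qHTS) against purified P. pyralis luciferase with luciferin and 10 uM ATP in 50 mM imidazole pH 7.2, 50 mM KCl, 7 mM MgCl2, 0.01% Tween 20, 0.05% BSA. Luminescence was read after 8 min at ambient temperature.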
HADH2 inhib – qHTS Assay for Inhibitors of HADH2 (Hydroxyacyl-Coenzyme A Dehydrogenase, Type II); 3-hydroxyacyl-CoA dehydrogenase type-2 (Homo sapiens), Q99714; recombinant HADH2, NADH fluorescence, beta-hydroxybutyryl-CoA; Potency, µM (highest dose often 57.1 µM), inactives show at the top dose activity change, negative = inhibition, usual class: inhibitors; hit rate 3.4% among 73,000; AID 886, 2007; further: potency means the concentration at half of the fitted maximal effect; on the % scale 0 is the no-effect control and ±100 the full control effect; nearly all actives have a fitted effect of over 60% in size; many of its hits are not listed in these tables
Target sequence (Q99714 whole entry, looked up, one chain of several): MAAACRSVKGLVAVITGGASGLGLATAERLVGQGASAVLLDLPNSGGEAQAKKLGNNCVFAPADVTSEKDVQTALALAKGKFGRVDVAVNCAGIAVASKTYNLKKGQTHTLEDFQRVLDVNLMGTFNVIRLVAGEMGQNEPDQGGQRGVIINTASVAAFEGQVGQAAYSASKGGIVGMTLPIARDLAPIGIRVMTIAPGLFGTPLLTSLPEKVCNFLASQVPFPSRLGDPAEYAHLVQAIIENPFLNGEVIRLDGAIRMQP
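His-tagged recombinant enzyme from E. coli, 20 nM, preincubated 15 min RT with compound; reaction started with 1 mM NAD+ and 90 uM beta-hydroxybutyryl-CoA in 100 mM Tris-HCl pH 9.0. NADH fluorescence (ex 360/em 450) read over 4 min; last-minus-first difference.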
HEK293 cAMP cs – qHTS Assay for Agonists of the Thyroid Stimulating Hormone Receptor: Activators of Intracellular cAMP Concentrations in Parental HEK 293 | parental HEK293 CNG cAMP sensor, membrane potential fluorescence | Potency, µM (series often up to 57.1 µM), without a hit: at the highest dose activation, usual class: activators | hit rate 2.5% among 73,000 | AID 938, 2007; further: potency means the concentration at half of the fitted maximal effect; % of control where 0% means no effect; nearly all actives have a fitted effect of over 55% in size
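Parental HEK 293 cells stably expressing a modified CNG channel (no TSHR) report cAMP rise as membrane depolarization. Membrane potential dye with 100 uM RO 20-1724 was loaded for 60 min at room temperature, then compound added for 30 min; fluorescence read at 590 nm.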
Caspase-7 inhib – qHTS Assay for Allosteric/Competitive Inhibitors of Caspase-7; recombinant caspase-7, Ac-DEVD-AFC fluorescence rate; Potency, µM (highest dose often 57.5 µM), inactives show at the highest dose activity change, negative = inhibition, hits mostly inhibitors; hit rate 0.02% among 75,000; AID 889, 2007; active means well fitted inhibition curve with a large enough effect in the main read-out, with a control signal flat, not every such curve was filed as active; inconclusive means small, poorly fitted or top-dose-only effect, or a change in a side signal; further: potency means the concentration at half of the fitted maximal effect; % of control where 0% means no effect
Target sequence (P55210 24-198 limits assumed): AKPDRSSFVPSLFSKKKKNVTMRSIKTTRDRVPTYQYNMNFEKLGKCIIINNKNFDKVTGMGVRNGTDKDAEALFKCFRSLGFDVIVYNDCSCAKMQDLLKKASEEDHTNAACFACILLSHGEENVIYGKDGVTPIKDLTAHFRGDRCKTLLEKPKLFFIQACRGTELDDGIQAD
Target sequence (P55210 207-303 limits assumed): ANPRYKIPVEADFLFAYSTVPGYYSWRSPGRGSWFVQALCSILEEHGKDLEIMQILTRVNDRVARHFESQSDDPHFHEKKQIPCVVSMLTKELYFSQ
The depositor's hits bear a star; i = inactive; ? = inconclusive; . = no result given; [ ] = remark or other dose. Unless noted, the call rests on the fitted dose curve; in most records, active means well fitted curve in the direction sought with a large enough effect; inconclusive means small, poorly fitted or top-dose-only effect, or another doubt; inactive means no such curve, though single readings can be large; an effect the other way counts as inactive or inconclusive.

SMILES	Rhodamine autofl	Fluorescein fluor	Caspase-1 inhib	USP2a inhib	ERK AVP block	Texas Red fluor	Tau fil binding	FLuc inh	HADH2 inhib	HEK293 cAMP cs	Caspase-7 inhib
Cc1cccc(-n2nc3c(c2NC(=O)c2ccco2)CSC3)c1C	i	i	-11%	-2%	-27%	i	-5%	0%	?	7%	-16%
CCn1cc(C(=O)Nc2ccc3c(c2)OCCO3)c2cc(OC)c(OC)cc2c1=O	.	.	-3%	.	.	.	3%	-3%	1%	-2%	-1%
CCC(=O)N1CN(S(=O)(=O)c2ccc(C)cc2)CC1C (configuration not stated)	i	i	1%	2%	19%	i	-12%	0%	25%	?	2%
COc1ccccc1-c1cc(C(F)(F)F)nc(N2CCOCC2)n1	i	?	1%	-15%	3%	i	-3%	0%	?	20µM*	-1%
Cn1cc(Cl)c(C(=O)Nc2cccc(Cl)c2Cl)n1	i	i	0%	0%	-9%	?	31%	0%	6%	0%	-1%
O=C(CCCN=C1NS(=O)(=O)c2ccccc21)OCC(=O)N1CCc2ccccc21	i	?	-1%	26%	0%	i	-8%	32µM*	22%	-13%	-1%
COc1ccc(S(=O)(=O)N(C)CC(=O)NCc2cccnc2)cc1C	i	i	-1%	-4%	-23%	i	?	0%	?	2%	-1%
N#Cc1ccccc1-c1cncnc1NCc1cccnc1	i	i	2%	-22%	-7%	i	-5%	-2%[2.29 µM]	-15%	0%	0%
COc1ccccc1NC(=O)NCCCN1CCN(c2cccc(Cl)c2)CC1	.	.	-1%	.	-24%	.	32%	1%	8%	10%	-2%
CCOC(=O)CCC(=O)Nc1ccc(S(=O)(=O)N2CCCC2)cc1	i	i	-1%	.	-12%	i	-6%	4%	-1%	1%	-9%
O=C1CCc2cc(S(=O)(=O)N3CCC(C(=O)NC4CCCCCCC4)CC3)ccc2N1	.	.	2%	.	-5%	.	4%	-1%	6%	-2%	-2%
CC(=O)CCc1c[nH]c2c(C(=O)O)cccc12	.	.	-2%	0%	5%	.	6%	1%	8%	7%	0%
O=C(O)[C@@H](O)[C@@H](O)[C@@H](O[C@H]1O[C@@H](CO)[C@@H](O)[C@@H](O)[C@@H]1O)[C@@H](O)CO	i	i	-3%[25.7 µM]	-8%[17.1 µM]	7%[25.7 µM]	i	1%[25.6 µM]	4%[25.5 µM]	0%[25.6 µM]	17%[25.6 µM]	2%[25.7 µM]
CC[C@H]1C2=C3C(CC[C@H]4C(OCc5ccc(F)cc5C(F)(F)F)OC[C@](C)([C@@H]34)N(C(=O)OC(C)(C)C)C2)C2COC(=O)OCC21 (some centres not stated)	.	.	-5%	.	-1%	.	64%	.	20%	-11%	-10%
CCOc1ccc(-c2c(C#N)c(N)nc3c2c(=O)n(C)c(=O)n3C)cc1OC	i	?	-1%	-7%	-15%	i	10%	1%	?	-4%	-4%
OCc1nc2ccccc2n1C/C=C/c1ccccc1	i	i	-2%	12%	7%	?	18%	0%	-2%	21%	1%
COC(=O)c1ccccc1NC(=O)c1ccc2c(c1)OCCO2	i	?	-3%	-8%	-32%	i	2%	-9%	1%	17%	0%
CCOc1ccc(S(=O)(=O)N(CC(=O)N2CCc3ccccc32)Cc2ccco2)cc1	i	?	-1%	-3%	-22%	i	8%	0%	3%	22%	0%
CCCOc1ccc(C(=O)N2CCN(c3ccc(N)cc3Cl)CC2)cc1	i	i	-1%	4%	-4%	i	?	-1%	2%	-1%	-3%
CCCNC(=O)N1CCN(S(=O)(=O)c2ccc(C)c(C)c2)CC1	i	i	-2%	13%	10%	i	7%	1%	7%	4%	-1%
O=C(CCCCn1c(=O)[nH]c2ccccc2c1=O)NCc1ccc2c(c1)OCO2	i	i	1%	3%	37%[activator]	i	-27%	2%	7%	3%	1%
Cc1ccc(S(=O)(=O)Nc2nc3ccccc3nc2NCc2ccco2)cc1C	i	?	-16%	20%	?	i	17%	2%	?	?	-12%
CCOC(=O)c1[nH]c(C)c(/C(O)=C2\C(=O)C(=O)N(CCCN(CC)CC)C2c2cccnc2)c1C (configuration not stated)	i	?	1%	-1%	0%	?	-5%	1%	1%	-3%	1%
O=C(c1ccc(Cl)c(Cl)c1)N(Cc1ccco1)c1ccc(O)cc1	i	i	0%	1%	-16%	i	-10%	3%	-2%	?	13µM*
COc1ccc2c(c1)c(CC(=O)O)c(C)n2Cc1ccc(F)cc1	i	i	0%	11%	9%	?	-1%	0%	9%	?	1%
Cc1c(C)c2cc3c4c(oc3c(C)c2oc1=O)CCCC4	i	i	1%	0%	?	i	15%	-2%	12%	?	-1%
O=C(/C=N/O)NCc1ccncc1	i	?	0%	-5%	-2%	i	-7%	3%	-8%	10%	-2%
O=C(Cc1ccc(-n2cccc2)cc1)N1CCN(c2ccccc2F)CC1	i	i	-1%	14%	-8%	i	-2%	1%	-3%	26%	-7%
CCCn1c(SCC(=O)Nc2cccc(C(=O)OC)c2)nnc1-c1cccnc1	i	?	1%	2%	-8%	i	3%	-1%	1%	-1%	7%
CCOC(=O)c1c(-c2cccs2)csc1NC(=O)COC(=O)c1c(C)noc1C	i	i	-3%	-5%	7%	i	6%	0%	-8%	24%	-1%
Cc1cc(Nc2ccc(C(=O)O)cc2)n2nc(C)nc2n1	.	.	4%	.	.	.	-14%	1%	-14%	22%	4%
CC1CCC2C(C1)c1sc(=O)[nH]c1SC2(C)C (configuration not stated)	i	?	-1%	-7%	8%	?	29%	-17%	?	21%	1%
COc1cc(Cl)c(S(=O)(=O)N2CC(C)OC(C)C2)cc1Cl (configuration not stated)	i	i	-1%	-1%	-4%	i	-1%	2%	6%	14%	-1%
CCCCC1(CC)C(=O)NC(=O)NC1=Nc1ccc(OC)cc1 (configuration not stated)	i	i	-1%	-6%	20%	i	-4%	0%	9%	7%	6%
COc1ccc(-n2c(=O)cc(N3CCCCCC3)[nH]c2=O)cc1	i	i	-1%	1%	9%	i	10%	0%	1%	26%	0%
COc1ccc(C(CC(=O)O)NC(=O)COc2ccccc2)cc1OC (configuration not stated)	i	i	2%	-4%	28%	i	0%	1%	-2%	4%	1%
O=S(=O)(Nc1cccnc1)c1cc(Cl)ccc1Cl	.	.	-2%	-3%	-17%	.	-5%	1%	-6%	10%	1%
Cc1cc(C)cc(-n2nnc(C(=O)NCc3ccco3)c2N)c1	i	i	-2%	4%	-6%	i	1%	1%	4%	2%	0%
CS(=O)(=O)N1CCC(C(=O)N2CCC(Cc3ccccc3)CC2)CC1	i	i	0%	15%	-26%	i	-16%	1%	4%	0%	1%
Cc1cc(=O)oc(C)c1C(=O)N1CCN(C(c2ccccc2)c2ccccc2)CC1	i	i	-2%	28%	24%	i	-2%	1%	6%	18%	-4%
CCOC(=O)c1sc(=S)n(C)c1N	i	i	1%	-4%	20%	?	-4%	1%	-9%	-8%	2%
COc1ccc(C(=O)O)cc1Nc1cc(C)nc2ncnn12	.	.	-1%	.	.	.	-2%	3%	-8%	5%	1%
COc1ccccc1N1CCN(Cc2nc(N)nc(Nc3ccc(C)cc3)n2)CC1	i	i	-1%	36%[activator]	?	i	-13%	-4%	9%	13%	-1%
CCC(C)N1CC(C(=O)NC2CCCCC2)CC1=O (configuration not stated)	i	i	2%	-2%	5%	i	4%	4%	4%	?	3%
Cc1ccc(CC(=O)Nc2cccc(C)n2)cc1	i	i	-2%	2%	-14%	i	-8%	-13%	1%	13%	-1%
CCOC(=O)C1CCN(C(c2cccc(OC)c2)c2sc3nc(C)nn3c2O)CC1 (configuration not stated)	.	.	-5%	.	.	.	-15%	3%	6%	?	-3%
CCOc1ccccc1N1Cc2cc(C)c(C)cc2C1	.	.	-5%	.	-4%	.	7.9µM*	-3%	-9%	24%	-7%

Compound activity (PubChem BioAssay)

Some of the compounds tested; the hit share may differ from the screen's.
